# Screening data: PubChem BioAssay, National Center for Advancing Translational Sciences (NCATS)
# GAA glycogen: GAA glycogen-cleavage inhibition or activation | P10253 | recombinant GAA, glycogen substrate, Amplex Red glucose oxidase fluorescence | Potency, µM (series often up to 76.4 µM), for inactives: at the highest dose activity change, negative = inhibition, most hits filed as inhibitors | actives 0.38% (n = 300,000); active = well fitted inhibition curve with a large enough effect; inconclusive = small, poorly fitted or top-dose-only effect, or another doubt; inactive = no such curve, though single readings can be large or run the other way;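 note: 0% = full enzyme reaction and -100% = no-enzyme basal signal; the screen sought inhibitors and activators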
#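 Recombinant human enzyme (4 nM); glycogen substrate; 37 C, 40 min, pH 5.0. Readout: coupled glucose oxidase/Amplex Red fluorescence.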
# The depositor's hits bear a star; ? = inconclusive; [ ] = remark or other dose. Potency is the fitted concentration of half-maximal effect. This is a subset (hit frequency here may not be typical).
Structure	GAA glycogen
Cc1ccccc1NC(=O)CN(C)S(=O)(=O)c1cccs1	0.0%
O=C(NCCc1ccccc1)C1COc2ccccc2O1 (stereo not drawn)	0.1%
S=c1[nH]c2ccccc2n1CCOc1ccccc1	-20.2%[76.3 µM]
COc1ccc(S(=O)(=O)N2CC(=O)Nc3ccccc32)cc1F	-10.6%[76.3 µM]
NNS(=O)(=O)c1ccc2c(c1)Cc1cc(S(=O)(=O)NN)ccc1-2	-19.4%
COC(=O)c1ccc(C2C(C#N)=C(N)Oc3cc(N)ccc32)cc1 (stereo not drawn)	-1.0%[76.3 µM]
Cc1cc(OCc2cc(C(=O)N3CCCCCC3)no2)cc(C)c1Cl	-7.3%[76.3 µM]
CCOC(=O)c1cccc(NC(=O)CCNS(=O)(=O)c2cc(Br)cnc2N)c1	-4.2%[76.3 µM]
COc1ccc2cc(OCC(=O)NNC(=O)Nc3ccc(C(C)=O)cc3)ccc2c1	3.4%[76.3 µM]
COc1ccccc1Oc1ccc(N2CC(C(=O)OCC(=O)c3ccc(F)cc3)CC2=O)cc1 (stereo not drawn)	4.3%[76.3 µM]
COc1cc(C(C)=O)ccc1Oc1ncccn1	-13.8%
O=C(NCc1ccc(F)cc1)C1CCCN1C(=O)Nc1ccc(F)cc1 (stereo not drawn)	0.4%[76.3 µM]
O=C(O)c1ccc(NC(=S)NC(=O)c2ccc(-c3ccc(Br)cc3)o2)cc1	-5.9%[76.3 µM]
Cc1ccc2nsnc2c1S(=O)(=O)N1CCN(C)CC1	-0.9%
CN(C)c1ccc(NC(=O)CSc2nnc(C3CCCCC3)n2N)cc1	10.3%[76.3 µM]
COc1ccc(F)cc1S(=O)(=O)N1CCN(c2ccccn2)CC1	-1.9%[76.3 µM]
Cc1snc(SCc2c(F)cccc2Cl)c1C#N	-1.6%
NS(=O)(=O)c1ccc(NC(=O)c2ccc(CSc3ccccc3)o2)cc1	-3.5%[76.3 µM]
O=C(NCC(=O)N1CCOCC1)c1ccc(Cl)cc1	-8.7%[76.3 µM]
O=C1CSC(c2ccccc2)N1c1ccc([N+](=O)[O-])cc1 (stereo not drawn)	-6.8%[76.3 µM]
Cc1ccc2oc(=O)c3cc(C(=O)NCCCN4C(C)CCCC4C)sc3c2c1 (stereo not drawn)	6.9%[76.3 µM]
CN(C(=O)CN1CCC(NC(=O)c2ccccc2Br)CC1)C1CCCCC1	-9.7%
Cc1cccc[n+]1CC(=O)Nc1ccc([N+](=O)[O-])cc1	2.3%[76.3 µM]
CC(C)c1nnc(NC(=O)C2CCCN2C(=O)Nc2ccccc2)s1 (stereo not drawn)	-0.6%
COc1ccc(-c2nc3ncccc3o2)cc1NC(=O)c1ccco1	1.9%
Cc1cccc(N2CC(C(=O)Nc3ccc4c(c3)OCCO4)CC2=O)c1C (stereo not drawn)	-6.7%[76.3 µM]
COc1ccc(Cl)cc1N=Cc1c(O)c2ccccc2oc1=O	0.8%[76.3 µM]
O=C(Nc1cccc(O)c1)c1ccc2c(c1)C(=O)N(Cc1ccco1)C2=O	3.3%[76.3 µM]
CCc1c(C(=O)N/N=C/c2ccco2)nnn1-c1nonc1N	-10.4%
COc1ccccc1NC(=O)Nc1ccc(C)cn1	-5.9%[76.3 µM]

# Four entries from above, with values ahead of the structure:
GAA glycogen	SMILES
-6.7%[76.3 µM]	Cc1cccc(N2CC(C(=O)Nc3ccc4c(c3)OCCO4)CC2=O)c1C (stereo not drawn)
0.8%[76.3 µM]	COc1ccc(Cl)cc1N=Cc1c(O)c2ccccc2oc1=O
3.3%[76.3 µM]	O=C(Nc1cccc(O)c1)c1ccc2c(c1)C(=O)N(Cc1ccco1)C2=O
-10.4%	CCc1c(C(=O)N/N=C/c2ccco2)nnn1-c1nonc1N

# The listing continues.
Structure	GAA glycogen
CCOC(=O)C1CCCN(CCC(=O)Nc2cc(OC)ccc2OC)C1 (stereo not drawn)	0.7%[76.3 µM]
COC(=O)C(NC(=O)CN1C(=O)c2ccccc2C1=O)c1ccc(O)c(OC)c1 (stereo not drawn)	3.1%[76.3 µM]
COc1cc(NC(=O)C/C(C)=N/NC(=O)c2ccccn2)c(OC)cc1Cl	?
COc1cccc(CNC(=O)c2ccc(C3SCCS3)cc2)c1	-4.0%[76.3 µM]
COc1ccc(-n2nc3c(c2NC(=O)CC(C)C)CS(=O)C3)cc1 (stereo not drawn)	-0.1%[76.3 µM]
COc1ccc(CNC(=O)CSc2nc3ccc(C)cc3[nH]2)cc1OC	-4.0%
CCOC(=O)c1c(NC(=O)C2CCCCC2)sc2c1CCN(CC)C2	-11.5%[76.3 µM]
CC(=O)c1ccc(NC(=O)CSc2n[nH]c(-c3cccnc3)n2)cc1	-4.9%
CCCCn1c(N)c(N(CCOC)C(=O)c2ccc(-c3ccc([N+](=O)[O-])cc3)o2)c(=O)[nH]c1=O	-10.5%[76.3 µM]
Cc1cc(OC(=O)c2cccc(C(F)(F)F)c2)c([N+](=O)[O-])c(=O)[nH]1	1.7%[76.3 µM]
Cc1cc(C)cc(NC(=O)CSc2n[nH]c(-c3cccnc3)n2)c1	2.9%
CCNC(=S)N(CCc1c(C)[nH]c2ccc(C)cc12)Cc1cccnc1	-2.5%
COc1ccccc1NC(=O)c1ccccc1C(=O)Nc1ccccc1OC	-6.5%[76.3 µM]
CN1CCCN(Cc2cccc3ccccc23)CC1	-16.7%[76.3 µM]
COc1ccccc1NC(=O)c1ccccc1Nc1ccccc1	0.1%
COc1ccccc1CNC(=O)CCCNC(=O)c1ccc(Cl)cc1	-2.1%[76.3 µM]
O=C(CNS(=O)(=O)c1ccccc1)N1CCN(Cc2ccccc2)CC1	-11.9%[76.3 µM]
Cn1ccsc1=NC(=O)c1ccc(OC(F)(F)F)cc1	0.4%
CCOc1ccc(C(=O)OC2CCCN(C)C2)cc1 (stereo not drawn)	-1.6%[76.3 µM]
O=C(Oc1ccccc1)N1CCCC1	-10.5%
COc1ccc(N2C(=O)Cc3ccccc3C2=O)cc1	-4.2%
CCN(c1ccc(OC)cc1)S(=O)(=O)c1nnc(NC(=O)C(C)C)s1	9.0%
O=C(CSc1ccc([N+](=O)[O-])cc1)NNC(=O)c1ccccc1F	2.5%
O=C(NCCc1ccc(F)cc1)Nc1ccc([N+](=O)[O-])cc1	-4.4%[76.3 µM]
COC(=O)c1ccc(CN2C(=O)C(C)N(C(=O)c3c(F)cccc3F)c3ccccc32)cc1 (stereo not drawn)	3.5%
Cc1cccc(N(C(=O)c2snc(C(N)=O)c2N)C(C(=O)NCC2CCCO2)c2c[nH]c3ccccc23)c1 (stereo not drawn)	4.2%
Cc1cc(C)c[n+](CC(=O)c2ccc(C)c([N+](=O)[O-])c2)c1	-4.2%[76.3 µM]
Nc1ccc(C(=O)N/N=C/c2cn(Cc3cccc(F)c3)c3ccccc23)cc1	-3.5%[76.3 µM]
Cc1cc(C)n(-c2nc3ccccc3nc2N2CCN(S(=O)(=O)c3cccc(C#N)c3)CC2)n1	3.5%
CC(C)[C@H](NC(=O)C1CCN(C(=O)[C@@H]2CCCN2)CC1)C(=O)NCc1ccc(F)cc1	14.4%[76.3 µM]
O=C(NCCCN1CCOCC1)c1cc2nc(-c3ccco3)cc(C(F)(F)F)n2n1	-16.1%
O=C(CCC(=O)OCC(=O)c1ccc([N+](=O)[O-])cc1)Nc1ccccc1Cl	-5.8%[76.3 µM]
COc1ccc(C2(C)NC(=O)N(CC(=O)Nc3ccc(Br)c(C)c3)C2=O)cc1OC (stereo not drawn)	5.9%
O=C(Nc1ccc(C(=O)N2CCCCC2)cc1)c1ccccc1Cl	-13.2%[76.3 µM]
CC(c1ccco1)N(C(=O)c1cccc(Br)c1)c1ccccn1 (stereo not drawn)	10.1%
CCOc1cccc(-c2c(C(=O)N/N=C(\C)c3ccccn3)nnn2-c2nonc2N)c1	-14.8%[76.3 µM]
Cc1nn(-c2ccccc2)c2c1c(C)c(CCC(=O)NCC1CCCO1)c(=O)n2C (stereo not drawn)	-4.5%[76.3 µM]
COc1ccc2ccccc2c1/C=N/n1cnnc1	-4.6%[76.3 µM]
Cc1cc(/C=C2\SC(=O)N(C)C2=O)c(C)n1-c1ccc(S(N)(=O)=O)cc1	-2.0%
COc1ccc(C(=O)Nc2ccc(-c3n[nH]c(=S)o3)cc2)cc1OC	-9.5%
CCOc1ccc(NC(=S)N2CCN(S(=O)(=O)c3ccc(OC)cc3)CC2)cc1	7.0%[76.3 µM]
CCc1nnc(N/N=C/c2ccc(O)c(OC)c2)n1N	?
Cc1csc(NC(=O)c2c(-c3ccccc3)noc2C)n1	2.9%
Cc1cc(C)n2nc(CNS(=O)(=O)c3cccc([N+](=O)[O-])c3)nc2n1	-2.8%[76.3 µM]
O=C(NCCNC(=O)c1ccccc1O)c1ccccc1O	17.9%[76.3 µM]
CCc1ccc(NC(=O)Cn2nnc(C(=O)NCCc3ccc(OC)c(OC)c3)c2N)cc1	-0.7%[76.3 µM]
O=C(NC1CCS(=O)(=O)C1)c1ccc(N2CCCCC2)c([N+](=O)[O-])c1 (stereo not drawn)	-0.3%[76.3 µM]
CC(=O)NC12CC3CC(C1)CC(C(=O)Nc1nc4ccc(F)cc4s1)(C3)C2	-4.4%[76.3 µM]
C[C@H]1CCC(=O)N([C@H](CSc2ccccc2)Cc2ccccc2)CC1	3.1%[76.3 µM]
COc1cc(CN2CCCN(C)CC2)c([N+](=O)[O-])cc1OC	-18.4%[15.3 µM]
Cc1cc(OC(C)C(=O)N2CCN(c3ccccc3)CC2)c2c(C)c(C)c(=O)oc2c1 (stereo not drawn)	-1.4%[76.3 µM]
O=S(=O)(NCCc1ccccc1)c1ccc(Br)s1	-6.9%[76.3 µM]
COc1ccc(C(=O)/C=C/c2ccsc2)cc1CSCC(=O)O	0.0%[76.3 µM]
Cc1onc(-c2ccccc2)c1C(=O)N1CCN(S(=O)(=O)c2ccc(Cl)cc2)CC1	-9.4%
CC(=O)c1c(C)[nH]c(C(=O)/C(C#N)=C/c2cccc(C)c2)c1C	-9.5%[76.3 µM]
CCN1CCN(S(=O)(=O)c2ccc(-c3cc(C)no3)s2)CC1	1.5%[76.3 µM]
CC(C(=O)Nc1ccc(Cl)cc1Cl)N1C(=O)NC2(CCCC2)C1=O (stereo not drawn)	-5.7%[76.3 µM]
COCC1CCCCN1C(=O)c1ccc(OC2CCN(CCc3ccccc3)CC2)cc1 (stereo not drawn)	3.5%[76.3 µM]
CC[C@H](C)[C@H](NC(N)=O)C(=O)NNC(=O)c1ccc(COc2cccc3cccnc23)cc1	-12.7%[76.3 µM]
COc1ccc(S(=O)(=O)NCC(c2cccnc2)N2CCN(Cc3ccccc3)CC2)cc1C (stereo not drawn)	2.0%[76.3 µM]

# The listing continues:
Structure	GAA glycogen
CC(CN1CCCC1)OC(=O)Cc1ccc(Cl)cc1 (stereo not drawn)	-10.4%[76.3 µM]
CC(Oc1ccc2ccc(=O)oc2c1)C(=O)NCCN1CCOCC1 (stereo not drawn)	0.5%[76.3 µM]
C=CCOc1ccc(/C=N/NC(=O)c2cc3c(OC)cc(OC)cc3[nH]2)cc1	-9.4%
COc1cccc(C2Nc3ccc4ccccc4c3C3=C2C(=O)CCC3)c1O (stereo not drawn)	4.5%
CCOc1ccc(/C(C)=N\NC(=O)Cc2ccccc2)cc1	7.2%[76.3 µM]
COCC1CCCCC1OS(N)(=O)=O (stereo not drawn)	-3.6%[76.3 µM]
Cc1cccc(OCC(=O)NCC(=O)N/N=C/c2ccc(N(C)C)cc2)c1	-8.9%[76.3 µM]
COc1ccc(-n2cc(-c3ccccc3)c3c(NCCOCCO)ncnc32)cc1	-1.3%
Cc1c(Cc2ccccc2)c(=O)oc2cc(OC(C)C(=O)NCC3CCC(C(=O)O)CC3)c(Cl)cc12 (stereo not drawn)	2.8%[76.3 µM]
O=CN1CCN(C(=O)CC(c2ccccc2)c2cc(Br)ccc2O)CC1 (stereo not drawn)	4.7%[76.3 µM]
COc1ccc(OC)c(NC(=O)CS(=O)(=O)c2cn(CC(=O)N3CCOCC3)c3ccccc23)c1	-1.8%[76.3 µM]
Cc1ccc(CNC(=O)CN(C(=O)C2(C)CC(=O)N=C3C=CC=CN32)c2ccccc2)cc1 (stereo not drawn)	-2.5%
N#Cc1c(SCC(=O)Nc2cccc(C(F)(F)F)c2)sc2c(O)cc(=O)[nH]c12	3.6%
C=CCNc1nc(N)c([N+](=O)[O-])c(NC2CCCCC2)n1	-4.2%
COc1ccc(N(CC(=O)NC2CCCCC2)C(=O)CCC(=O)Nc2nc(C)cs2)cc1OC	-5.4%
CCOC(=O)C1(CCCc2ccccc2)CCN(S(=O)(=O)N(C)C)CC1	-11.1%[76.3 µM]
COc1ccc(CCNC(=O)c2cc(S(=O)(=O)N3CCOCC3)cn2C)cc1OC	0.7%[76.3 µM]
CCCCCCCCC1=NCCc2c1[nH]c1ccccc21	0.6%
Cc1cccc(S(=O)(=O)N2CCN(Cc3ccc4c(c3)OCO4)CC2)c1	-5.1%[76.3 µM]
CC(C)(C)NS(=O)(=O)c1ccc(CCC(=O)NCc2ccccn2)cc1	-2.3%[76.3 µM]
COc1ccc(C2CC(c3ccccc3)=NN2C(=O)CCCC(=O)O)cc1 (stereo not drawn)	-2.9%[76.3 µM]

# 2 of the compounds above, with values ahead of the structure.
GAA glycogen	SMILES
0.7%[76.3 µM]	COc1ccc(CCNC(=O)c2cc(S(=O)(=O)N3CCOCC3)cn2C)cc1OC
0.6%	CCCCCCCCC1=NCCc2c1[nH]c1ccccc21
